GCN5L2 inh: qHTS Assay for Inhibitors of GCN5L2; GCN5L2 HAT assay, ThioGlo1 CoA-SH fluorescence; Histone acetyltransferase KAT2A (Homo sapiens), Q92830; 390,000 tested, 0.21% active; Potency, µM (doses to about 58.9 µM), inactives show top-dose activity change, negative = inhibition, hits mostly inhibitors; AID 504327, 2011
Target sequence (Q92830 whole entry, looked up): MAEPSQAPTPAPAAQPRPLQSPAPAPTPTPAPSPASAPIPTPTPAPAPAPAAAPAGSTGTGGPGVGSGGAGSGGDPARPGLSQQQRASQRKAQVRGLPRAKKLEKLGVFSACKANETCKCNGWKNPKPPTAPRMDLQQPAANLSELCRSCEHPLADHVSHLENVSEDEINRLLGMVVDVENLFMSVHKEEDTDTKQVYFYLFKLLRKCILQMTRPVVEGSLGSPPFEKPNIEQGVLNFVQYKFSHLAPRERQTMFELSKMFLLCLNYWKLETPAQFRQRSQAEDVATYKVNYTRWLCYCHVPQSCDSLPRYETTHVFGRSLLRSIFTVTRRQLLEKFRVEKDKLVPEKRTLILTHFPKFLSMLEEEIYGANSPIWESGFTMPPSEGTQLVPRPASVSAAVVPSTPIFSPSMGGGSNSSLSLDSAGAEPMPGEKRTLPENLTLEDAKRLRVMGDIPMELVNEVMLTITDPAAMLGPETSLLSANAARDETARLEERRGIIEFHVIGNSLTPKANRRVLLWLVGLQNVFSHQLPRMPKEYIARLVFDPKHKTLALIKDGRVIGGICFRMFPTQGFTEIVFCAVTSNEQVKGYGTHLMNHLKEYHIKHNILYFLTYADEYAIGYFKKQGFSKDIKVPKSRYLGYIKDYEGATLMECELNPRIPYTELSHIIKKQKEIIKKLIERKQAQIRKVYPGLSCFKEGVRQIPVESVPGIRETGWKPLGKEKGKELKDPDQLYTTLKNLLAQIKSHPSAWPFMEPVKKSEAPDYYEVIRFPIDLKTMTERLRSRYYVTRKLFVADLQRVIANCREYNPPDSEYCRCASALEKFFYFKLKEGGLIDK
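GCN5L2 (20nM final) in 50mM HEPES, 0.1mM EDTA pH 7.5, 0.01% Tween-20 was preincubated 15 min at room temperature with compound, then given ThioGlo1 (50uM), H3(1-25) peptide (75uM) and acetyl-CoA (70uM); CoA-thiol fluorescence (Ex340/Em540) was read at 0 and 20 min.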
DT40 TDP1 no CPT: qHTS for Inhibitors of human tyrosyl-DNA phosphodiesterase 1 (TDP1): qHTS in cells in absence of CPT; 420,000 tested, 15% active; Potency, µM (doses to about 46.2 µM), without a hit: at the top dose activity change, negative = growth inhibition, usual class: inhibitors; DT40 Tdp1-/- hTDP1 cells, no CPT, ATP luminescence, 48 h; AID 686978, 2013; note: nearly all actives have a fitted effect of over 55% in size
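Chicken DT40 Tdp1-/- cells complemented with human TDP1, screened without camptothecin (DMSO vehicle only), 400 cells/well. Compounds pin-transferred, cells incubated at 37 °C for at least 48 hr. Growth read as ATP-dependent luminescence (CellTiter-Glo, 30 min at RT).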
TDP1 cell CPT: qHTS for Inhibitors of human tyrosyl-DNA phosphodiesterase 1 (TDP1): qHTS in cells in presence of CPT. chicken DT40 Tdp1-/-;hTDP1 cells + 20 nM CPT, ATP luminescence, 48 h. Potency, µM (doses to about 46.2 µM), without a hit: at the top dose activity change, negative = growth inhibition, hits mostly inhibitors. 420,000 tested, 12% active; note: nearly all actives have a fitted effect of over 55% in size
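Cell growth measured by CellTiter-Glo luminescence after a minimum 48 h, 37 C compound exposure with 20 nM CPT in Tdp1-knockout DT40 cells stably expressing hTDP1, seeded 400/well; qHTS titration format.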
* = called active by the depositor; ? = inconclusive; . = not tested or not shown; [ ] = dose if it differs, or a comment. Calls come from the whole dose curve; as a rule, active = well fitted curve in the direction sought with a large enough effect; inconclusive = small, poorly fitted or top-dose-only effect, or another doubt; inactive = no such curve, though single readings can be large; an effect the other way counts as inactive or inconclusive. % is set by controls: 0 for no effect and ±100 for the full control effect; potency is the fitted concentration of half-maximal effect. Some of the compounds tested; the hit share may differ from the screen's.

SMILES	GCN5L2 inh	DT40 TDP1 no CPT	TDP1 cell CPT
CCOC(=O)c1ccc(NCC(O)COc2ccccc2)cc1 (centres undefined)	-8%	?	?
O=C(NN1C(=O)c2ccc3c4c(ccc(c24)C1=O)CC3)c1ccc(Br)cc1	-2%	-23%	?
COc1ccc(C2C(C(=O)c3ccco3)=C(O)C(=O)N2CCc2ccccc2)cc1OC (centres undefined)	1%	-25%	-10%
CCCn1c(-c2cccc(F)c2)nc2c1c(=O)[nH]c(=O)n2Cc1ccccc1	0%	-19%	-11%
COc1cc(C(=O)Nc2ccc(C(C)=O)cc2)c(Br)c(OC)c1OC	-1%	?	-22%
CCc1ccc(NC(=O)Cn2c(=O)n(CCCC(=O)NCc3ccco3)c(=O)c3ccccc32)cc1	1%	5%	-1%
CC1(C)Cc2c(cnn2-c2ccc(F)cc2)C(NC(=O)CCN2CCCCC2=O)C1 (centres undefined)	-7%	-25%	-13%
COc1ccc(OC)c(NC(=O)/C=C/c2ccccc2[N+](=O)[O-])c1	-6%	?	-11%
COCc1ccccc1Cn1cnc2c1c(=O)n(C)c(=O)n2C	-2%	?	?
CCOC(=O)c1ccc(Nc2nc(-c3cccnc3)nc3ccccc23)cc1	3%	9.2µM*	16µM*
CC(NC(=O)C(=O)NCCc1c[nH]c2ccccc12)c1ccccc1 (centres undefined)	0%	-5%	?
Cc1ccc(Nc2ncnc(-n3cccc3)n2)cc1Cl	-5%	-1%	15%
CCC(=O)Nc1ccc2nc3c(=O)[nH]c(=S)[nH]c3nc2c1	-9%	-4%	-14%
COc1cccc(C2c3[nH]c4ccccc4c3C[C@H]3C(=O)N(c4ccccc4C(=O)N4CCC[C@H]4C(=O)O)C(=O)N23)c1 (some centres undefined)	-1%	13%	8%
OC(CN1CCCCCC1)CN(c1ccccc1)c1ccccc1 (centres undefined)	0%	?	?
OC[C@@H]1CN(Cc2ccc(-c3ccccc3)cc2)C[C@H](n2cnc3c(N4CCOCC4)ncnc32)O1	.	?	?
CC1(C(=O)NS(=O)(=O)c2ccccc2)CCN1C(=O)c1ccccc1 (centres undefined)	.	0%	5%
CN1CCN(CCC(=O)Nc2ccccc2)CC1	4%	-5%	9%
N#Cc1ccsc1NC(=O)COC(=O)c1ccc(NC(N)=O)cc1	0%	-26%	10%
CCOc1c(C)cnc2c1c(=O)n(Cc1ccccc1Cl)c(=O)n2C	-3%	2%	-1%
Cc1occc1-c1nnc(SCCCC(=O)c2ccc(F)cc2)n1C	-2%	16µM*	18µM*
Cc1cc(C)nc(SCc2nnc(SCC(=O)Nc3ncc(C)s3)n2Cc2ccco2)n1	-1%	-22%	-21%
COCCN(C(=O)c1c(C)noc1C)c1c(N)n(CC(C)C)c(=O)[nH]c1=O	2%	4%	-2%
COc1ccc(CN2CCCC(CO)(Cc3ccc(F)cc3)C2)c(OC)c1OC (centres undefined)	-8%	?	15µM*
O=[N+]([O-])c1ccc(Cl)c(-c2ccc(/C=N/c3c(-c4ccco4)nc4ccccn34)o2)c1	-3%	?	-28%
CC(Oc1ccc(-c2ccccc2)c(F)c1)c1ccn(S(=O)(=O)c2cccc3ccccc23)n1 (centres undefined)	-4%	?	?
O=C(NCC1CCCO1)c1ccccc1 (centres undefined)	.	0%	0%
COc1ccc(C(=O)c2cn(CC(=O)Nc3cc(C)ccc3C)c3nc(C)ccc3c2=O)cc1	-11%	-12%	-5%
Cc1cccc(C)c1NC(=O)CNCC(=O)Nc1c(C)cccc1C	0%	-10%	-7%
CC(=O)c1ccc(Nc2nc(C)cc(C)n2)cc1	-10%	1%	-7%

Quoted at random: two entries already listed.
SMILES	GCN5L2 inh	DT40 TDP1 no CPT	TDP1 cell CPT
CN1CCN(CCC(=O)Nc2ccccc2)CC1	4%	-5%	9%
Cc1occc1-c1nnc(SCCCC(=O)c2ccc(F)cc2)n1C	-2%	16µM*	18µM*

More entries follow:
SMILES	GCN5L2 inh	DT40 TDP1 no CPT	TDP1 cell CPT
CCOc1cccc2cc(C(=O)OCC(=O)Nc3c(C)cccc3CC)c(=O)oc12	-16%	-14%	-27%
O=C(CCC(=O)N1CC2CCCN2c2ccccc21)NCc1ccccc1 (centres undefined)	5%	?	?
CC1(C(=O)Nc2ccc3c(c2)OCO3)CCN1C(=O)Cc1cccs1 (centres undefined)	.	?	?
O=C(OCC(=O)N1CCc2ccccc21)c1cncc(Br)c1	-1%	1%	-2%
Nc1cccc(C(=O)N/N=C/c2ccsc2)c1	-12%	-16%	-25%
COCC(C)NS(=O)(=O)c1ccc(C(=O)NC(Cc2ccccc2)c2ccccc2)cc1 (centres undefined)	-3%	-14%	-30%
COc1cc([N+](=O)[O-])cc2cc(C(=O)N3CCN=C3c3ccccc3)c(=O)oc12	-6%	0%	4%
COc1ccc(S(=O)(=O)N2CCCC(C(=O)N3CCOCC3)C2)cc1Cl (centres undefined)	3%	-19%	-29%
O=S(=O)(NCCc1csc2nc(-c3ccccc3)nn12)c1ccc(Oc2ccccc2)cc1	-5%	?	?
COC(=O)c1nn(-c2ccc(-c3ccccc3)cc2)cc1O	-7%	?	-19%
COc1ccc(C(=O)Nc2ccccc2-c2nc(-c3ccc(OC)cc3)no2)cc1	0%	-9%	-8%
C[C@H](OC(=O)N1CCN(C(c2ccccc2)c2ccccc2)CC1)[C@@H]1O[C@@]2(C)CCC[C@H]1O2	-17%	?	?
COC(=O)[C@@]12CCCCN1[C@H](c1ccc(-c3ccccc3)cc1)[C@H]1C(=O)N(C)C(=O)[C@H]12	-12%	?	?
CCCc1nc2sc3c(c2c(=O)n1NC(=O)c1ccco1)CC(C)(C)OC3	2%	-14%	12%
CCc1ccc2cc(F)cc(F)c2n1	.	4%	-1%
COc1cc(C2c3c(oc4cc(C)c(C)cc4c3=O)C(=O)N2CCCN2CCOCC2)ccc1O (centres undefined)	-3%	?	?
Cc1ccc(OCCSc2nc3ccccc3n2CCC(=O)O)c(C(C)C)c1	.	?	1%
CO/N=C(\C(=O)O)c1csc(NN=C(C)C)n1	-2%	-28%	?
Cc1ccc(C(C)C)c(OCC(O)CN(C)Cc2ccccc2)c1 (centres undefined)	-3%	?	23µM*
COc1ccc(-c2csc(N3CCN(c4cc5c(cc4Cl)nc(-c4ccncc4)n5CCOCCO)CC3)n2)cc1	-6%	?	12µM*
CC(C)c1ccc(NC(=O)c2ccc(F)c(S(=O)(=O)N3CCCCCC3)c2)cc1	-6%	?	?
O=C(Nc1ccc2c(c1)OCO2)C1CCCCN1S(=O)(=O)c1ccc(F)cc1 (centres undefined)	-3%	-15%	-3%
CC(=O)Nc1cc(C(=O)N2CCN(C)CC2)ccc1S(=O)(=O)c1ccc(C)cc1	-3%	-4%	-17%
Cc1ccc(Cn2ccnc2SCC(=O)Nc2ccc3c(c2)OCO3)cc1	-4%	-26%	12%
O=C(COC(=O)CCS(=O)(=O)c1ccc(Cl)cc1)NCCc1ccc(Cl)cc1Cl	-5%	7%	12%
COCCNc1nc(NCc2ccc(NC(C)=O)cc2)c2sc(-c3ccccc3)cc2n1	.	4.1µM*	3.3µM*
CC(=O)N1CCN(C(=S)NCCc2ccccc2)CC1	-3%	-21%	-14%
O=C(CCNc1n[nH]c(=O)[nH]c1=O)N/N=C/c1ccccc1Br	-4%	0%	0%
CN(C)CCCNc1nc2cc(-c3cccc(Cl)c3)sc2c(=O)n1C	.	?	?
CC(=O)OCC(=O)[C@@]1(O)CCC2C3CCC4=CC(=O)CC[C@]4(C)C3C(O)C[C@]21C (some centres undefined)	6%	-28%	12%

In another format: entries from further up.
structure,GCN5L2 inh,DT40 TDP1 no CPT,TDP1 cell CPT
COCCNc1nc(NCc2ccc(NC(C)=O)cc2)c2sc(-c3ccccc3)cc2n1,.,4.1µM*,3.3µM*
CC(=O)N1CCN(C(=S)NCCc2ccccc2)CC1,-3%,-21%,-14%
O=C(CCNc1n[nH]c(=O)[nH]c1=O)N/N=C/c1ccccc1Br,-4%,0%,0%
CN(C)CCCNc1nc2cc(-c3cccc(Cl)c3)sc2c(=O)n1C,.,?,?

Remaining list, next part:
SMILES	GCN5L2 inh	DT40 TDP1 no CPT	TDP1 cell CPT
Nc1nnc(CC(=O)N/N=C/c2cccc(OCCOc3ccccc3)c2)s1	3%	?	?
COC(=O)CSc1nc2nc(-c3cccs3)cc(C(F)(F)F)c2c(=O)[nH]1	-10%	5%	1%
O=C(c1cc2ccccc2oc1=O)N(Cc1ccccc1)Cc1ccc2c(c1)OCO2	-3%	?	?
CO/N=C(\CCC(=O)O)c1cccs1	-4%	?	10%
O=C(CSc1c(Cl)cccc1Cl)NC1CCCc2ccccc21 (centres undefined)	-15%	?	?
COC(=O)Nc1nc(Sc2ncc(C(F)(F)F)cc2Cl)n[nH]1	1%	-9%	-21%
COc1ccc(/C=N/Nc2cc(N3CCOCC3)ncn2)c(OC)c1	-4%	-21%	4%
O=C(C1CC(=O)N(c2ccccc2)C1)N1CCN(c2ccc(F)cc2)CC1 (centres undefined)	-1%	-22%	-16%
Cc1cc(C(=O)NCCC(C)C)c2ccccc2n1	-4%	1%	1%
Cn1cnc2ncnc(Oc3ccc(Br)cc3)c21	.	?	-15%
Cc1c(C(=O)Nc2ccccc2F)cnn1-c1ccccc1	-9%	?	?
COc1cc(NC(=S)NCc2cccnc2)cc(OC)c1OC	-6%	0%	-3%
CCCSc1nnc(Nc2ccccc2C)s1	-4%	8%	4%
Cc1nn(CCC(=O)NCc2ccc(OC(C)C)cc2)c(=O)c2nn(-c3ccccc3)c(C)c12	-2%	7%	-16%
CN(C)C(=O)CCc1ccc2c3c([nH]c2c1)[C@]1(C)[C@@H](C(=O)N2CCCCC2)C[C@H](CC(=O)NC(C)(C)C)C(=O)N1CC3	-8%	?	?

One compound at a time, from the list above.
O=C(CSc1c(Cl)cccc1Cl)NC1CCCc2ccccc21 (centres undefined) as listed: GCN5L2 inh = -15%; DT40 TDP1 no CPT = ?; TDP1 cell CPT = ?
Cn1cnc2ncnc(Oc3ccc(Br)cc3)c21 as listed: GCN5L2 inh = .; DT40 TDP1 no CPT = ?; TDP1 cell CPT = -15%

Following part.
SMILES	GCN5L2 inh	DT40 TDP1 no CPT	TDP1 cell CPT
O=C(NC(=S)Nc1nc2c(ccc3ccccc32)s1)c1cccs1	0%	15µM*	?
CCc1cccc(NC(=O)c2cn3c4c(ccc(Cl)c4c2=O)OC(C)C3)c1 (centres undefined)	0%	?	?
Fc1ccc(C2CCCN2Cc2nc(CC3CC3)no2)cc1 (centres undefined)	-5%	8%	-3%
COC(=O)c1ccc(NC(=O)C2CCCN2S(=O)(=O)c2ccc(F)cc2)cc1 (centres undefined)	-1%	-29%	-10%
COc1ccc(CCN(Cc2cccs2)S(=O)(=O)c2ccc(S(=O)(=O)N3CCCCCC3)cc2)cc1OC	-7%	9.2µM*	?
COc1ccc(OCC(=O)Nc2ccccc2N2CCN(C)CC2)cc1	-4%	-22%	-12%
Cc1occc1-c1nnc(SCC(=O)Nc2ccc(F)cc2)n1C	3%	-12%	1%
COc1cc(Br)ccc1NC(=O)c1ccccc1-c1ccccc1C(=O)O	.	3%	-2%
COCCN(C(=O)CCC(=O)Nc1cccnc1)C(C(=O)NC1CCCCC1)c1ccccc1 (centres undefined)	-18%	-9%	0%
CCC1CN(Cc2c(C)nc3sccn23)Cc2cc(OC)ccc2O1 (centres undefined)	.	-6%	-3%[9.04 µM]
Cc1ccc(-c2nc3ccccn3c2Nc2ccc3c(c2)OCCO3)o1	-9%	?	?
COc1ccc(CNC(=O)/C=C/c2cc3c(cc2Br)OCO3)cc1	1%	-30%	-23%
COc1cc(NC(=O)CN2C(=O)c3ccccc3Sc3ccc(C(=O)N4CCCC4)cc32)cc(OC)c1	-17%	?	1%
O=C(CN1C(=O)c2ccccc2C1=O)Nc1ccccc1F	-4%	-1%	-11%
O=C1c2ccccc2C(=O)N1c1ccc(S(=O)(=O)N2CCN(c3ccccc3)CC2)cc1	0%	3%	1%
CCN(CC(=O)Nc1c(F)cccc1F)C(=O)c1cc(-c2cccs2)nn1-c1ccccc1	-10%	18µM*	?
CN(Cc1ccccc1)C(=O)COC(=O)CCN1C(=O)C2CC=CCC2C1=O (centres undefined)	-15%	14%	1%
Cc1cccc2cc(COC(=O)c3cccnc3)c(=O)[nH]c12	-4%	-1%	-16%
